TRPC4 potent: TRPC4 (mouse) allosteric potentiation. Q9QUQ5. HEK293 TRPC4beta/mu-opioid, DAMGO EC20, Fluo-4 Ca2+ flux; stronger effect = higher value. B-score at 10 µM. actives 0.42% (n = 310,000);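 active means B-score of calcium response area above 5 SD of library B-scores, with initial fluorescence ratio within 5 SD of library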;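 further: B-score of integrated fluorescence ratio over time as area under calcium response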
TRPC6 inh: mouse TRPC6 channel inhibition. Q61143. HEK293-TRPC6, membrane potential dye, ACh-evoked depolarization; stronger effect = lower value. B-score at 10 µM. actives 1.1% (n = 310,000). AID 2553;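 active means B-score under library mean minus 3 SD, initial fluorescence not abnormally high, positive integrated signal ratio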;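 further: B-score derived from integrated fluorescence ratio over the kinetic read; more negative B-score means stronger inhibition of depolarization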
Target sequence (Q61143 whole entry, looked up): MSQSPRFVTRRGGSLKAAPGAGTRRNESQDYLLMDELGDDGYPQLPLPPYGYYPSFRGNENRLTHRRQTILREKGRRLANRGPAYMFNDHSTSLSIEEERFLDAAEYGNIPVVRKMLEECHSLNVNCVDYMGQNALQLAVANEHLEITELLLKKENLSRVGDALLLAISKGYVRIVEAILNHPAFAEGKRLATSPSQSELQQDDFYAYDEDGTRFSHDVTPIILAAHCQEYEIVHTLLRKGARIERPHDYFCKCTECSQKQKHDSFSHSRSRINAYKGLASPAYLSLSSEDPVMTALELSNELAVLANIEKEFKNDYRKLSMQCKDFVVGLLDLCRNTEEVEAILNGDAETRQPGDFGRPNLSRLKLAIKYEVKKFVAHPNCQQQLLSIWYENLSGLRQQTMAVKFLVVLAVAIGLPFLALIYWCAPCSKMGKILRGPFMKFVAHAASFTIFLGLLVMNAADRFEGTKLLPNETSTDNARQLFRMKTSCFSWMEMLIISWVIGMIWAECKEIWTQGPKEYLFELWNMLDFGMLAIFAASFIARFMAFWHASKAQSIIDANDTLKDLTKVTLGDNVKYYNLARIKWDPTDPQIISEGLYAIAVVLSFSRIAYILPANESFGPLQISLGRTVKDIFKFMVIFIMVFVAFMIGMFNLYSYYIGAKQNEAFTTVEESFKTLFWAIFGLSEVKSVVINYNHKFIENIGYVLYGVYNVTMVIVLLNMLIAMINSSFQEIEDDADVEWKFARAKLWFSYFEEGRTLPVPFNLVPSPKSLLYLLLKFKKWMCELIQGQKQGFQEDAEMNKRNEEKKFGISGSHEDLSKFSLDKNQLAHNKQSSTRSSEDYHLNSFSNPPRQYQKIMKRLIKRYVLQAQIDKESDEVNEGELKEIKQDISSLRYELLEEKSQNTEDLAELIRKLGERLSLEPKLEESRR
TRPC4 act: activators of mouse TRPC4 channel; Q9QUQ5; HEK293 TRPC4beta/mu-opioid, Fluo4 calcium fluorescence; stronger effect = higher value; B-score at 10 µM; actives 0.49% (n = 310,000); AID 2237;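 active means B-score above 5 SD of library B-scores, and initial fluorescence ratio not above library mean plus 5 SD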;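 further: positive B-score marks a calcium rise read as TRPC4 activation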
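Technique: kinetic Fluo4 calcium fluorescence; Test system: TRPC4beta and mu-opioid receptor HEK293 stable cells; Measure: B-scored integrated calcium fluorescence ratio; Benchmarks: low control buffer alone, high control maximal DAMGO; Schedule: 45 min room-temperature Fluo4 loading, 110 s read.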
aSyn UTR inh: 5' untranslated region of α-synuclein, MLPCN primary screen; alpha-synuclein 5'UTR reporter, inhibitor activity; inhibition, % (tested at 7.5 µM); actives 0.82% (n = 300,000); AID 1813; in the data active means inhibition above about 60%;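 further: H4 neuroglioblastoma cells stably carrying SNCA 5'UTR luciferase fusion; 0% = DMSO wells and 100% = positive control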
MrgX1 antagonist: blocks BAM8-22 activation of human MrgX1 receptor | Q96LB2 | MRGX1-HEK293 calcium flux, Fluo-4, BAM8-22 antagonism; stronger effect = lower value | B-score at 10 µM | actives 1.3% (n = 310,000) | AID 588676;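 active means calcium-response B-score plate-corrected more than 3 library SD below zero, starting fluorescence within 5 deviations, no agonist response on first addition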;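 further: peak minus trough fluorescence over baseline after final BAM8-22 challenge near maximal dose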
IEC-6 cytotox: IEC-6 cytotoxicity, counter-screen for KLF5 inhibitors. AID 1825. luminescence viability. actives 0.78% (n = 290,000). inhibition, % at 5 µM; in the data active means inhibition above about 22%;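 further: 0% = plate median of test compound wells and 100% = cytotoxic reference compound wells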
TRPC4 inh: TRPC4 (mouse) channel inhibition. Q9QUQ5. HEK293 TRPC4beta/mu-opioid, DAMGO-evoked Fluo4 calcium flux; stronger effect = lower value. B-score at 10 µM. actives 0.39% (n = 300,000);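 active means B-score over 3 SD under the library average, no early fluorescence shift, positive overall ratio signal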
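Assay system: HEK293 cells with stable TRPC4beta plus mu-opioid receptor expression. Dosing: single dose. Measured by: Fluo4 Ca2+ flux fluorescence. Also added: DAMGO in two steps, submaximal then maximal. Read-out: B score from integrated Fluo4 fluorescence ratio.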
TRPC6 activator: activators of mouse TRPC6 channel; B-score at 10 µM; actives 0.13% (n = 310,000); HEK293-TRPC6 membrane potential dye fluorescence; stronger effect = higher value; AID 2550; Q61143;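 active means B-score of the integrated fluorescence ratio above library mean plus 3 SD, and starting fluorescence ratio within library mean plus 5 SD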;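 further: higher score means more depolarization so channel activation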
HIF act: HIF pathway transcriptional activation. U2OS HRE-luciferase reporter, luminescence; normalized: DMSO 0%, desferrioxamine 100%. activation, % at 7.5 µM (by protocol). actives 0.32% (n = 300,000). AID 1910;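 active means mean activation of at least 10% of the iron chelator positive control signal, with at least half of replicates also reaching 10%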
SKKanGAS inh: blocks kanamycin growth of S. pyogenes SKKanGAS strain. BacTiter-Glo, 6 h. inhibition, % at 7.5 µM. actives 1.3% (n = 300,000). AID 1662;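 active means mean replicate score, as percent of positive control median, at least 50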;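 further: strain carries kanamycin resistance gene driven by streptokinase promoter and grows in 40 µg/ml kanamycin; loss of luminescence reflects streptokinase promoter inhibition or plain growth inhibition; 0% = median of DMSO wells and 100% = positive control at its reference dose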
KLF5 inhibitor: suppresses KLF5 promoter-driven expression; inhibition, % at 5 µM; DLD-1 KLF5 promoter-luciferase reporter, luminescence; actives 0.23% (n = 290,000);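 active means inhibition above a per-plate limit of that plate's mean compound inhibition plus 3 SD, cut at about 60% in these data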;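 further: 0% = DMSO wells and 100% = LY294002 at 200 µM; higher means less KLF5 promoter-driven luciferase light; inactives centre near -14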
* = called active by the depositor; i = inactive; / = not tested or not shown.

Value order: TRPC4 potent	TRPC6 inh	TRPC4 act	aSyn UTR inh	MrgX1 antagonist	IEC-6 cytotox	TRPC4 inh	TRPC6 activator	HIF act	SKKanGAS inh	KLF5 inhibitor
> CCC(C)NC(=O)C1c2ccccc2C(=O)N1Cc1ccc(F)cc1 (stereo not drawn)
  i	i	i	-4	i	0	i	i	-0.2	3	-26
> CCOC(=O)Cc1csc(NC(=O)c2sc3nc4cc(C)ccc4cc3c2N)n1
  i	i	i	-39	-6.4*	3	i	i	0.3	33	29
> OCCN1CCN(CC(O)C(F)(F)F)CC1 (stereo not drawn)
  i	i	i	-4	i	-1	i	i	0.0	-3	-19
> Cc1ccc2cc(CCNC(=O)c3ccc4c(c3)OCO4)c(=O)[nH]c2c1C
  i	i	i	0	i	-2	i	i	-0.5	-8	-13
> COc1ccc(OC)c(NC(=O)CCNS(=O)(=O)c2ccc3[nH]c(=O)oc3c2)c1
  i	i	i	-9	i	2	i	i	-0.1	1	-2
> COc1ccc2c(C(=O)CN(C)C3CCCCC3)c[nH]c2c1
  i	i	i	-18	i	-5	i	i	0.1	2	-16
> CCNc1nc(NCC)n2c(SCC(=O)Nc3ccccc3)nnc2n1
  i	i	i	-17	i	-5	i	i	0.0	3	-9
> O=S(=O)(c1cccc(C(F)(F)F)c1)N1CCC(c2cc(-c3cccc4ccccc34)n[nH]2)CC1
  i	i	i	2	i	-4	i	i	-0.8	33	-22
> COc1ccc(-c2cn(CCO)nc2-c2ccc(OC)cc2)cc1
  i	i	i	42	i	-4	i	i	-2.6	43	-7
> COc1cc(CN2CCCC(C(=O)c3ccccc3SC)C2)cc(OC)c1 (stereo not drawn)
  i	i	i	22	i	4	-6*	i	0.0	-14	5
> Cc1cccc(C)c1-n1cccc1/C=C1\SC(=S)N(c2cccc(C(=O)O)c2)C1=O
  i	i	i	-28	i	-3	-7*	i	0.1	111*	-67
> CSc1ccccc1NC(=O)COc1ccc(Cl)cc1C
  i	i	i	-63	i	7	i	i	1.9	-8	2
> O=Nc1ccc(NOC(=O)c2ccccc2)cc1
  i	i	i	5	i	-3	i	i	1.3	-11	-25
> COc1ccccc1OCCNC(=O)c1cccc(S(=O)(=O)N2CC(C)OC(C)C2)c1 (stereo not drawn)
  i	i	i	17	i	-4	i	i	1.1	-4	-31
> CCCNC(=O)c1ccc(N2CCC3(CC2)CC(c2ccccc2)=NO3)c(NC(=O)c2ccco2)c1
  i	i	i	38	i	3	i	i	0.3	50*	20
> COc1ccc(OC)c(C2=NOC(C(=O)N3CCN(c4ccccc4)CC3)C2)c1 (stereo not drawn)
  i	i	i	8	i	-1	i	i	-0.2	-10	-50
> Cc1cccc(CS(=O)(=O)c2cn(CC(=O)N3CCOCC3)c3ccccc23)c1
  i	i	i	-7	i	0	i	i	0.4	8	-32
> O=C(N[C@@H](Cc1ccccc1)C(=O)OCc1ccccc1)c1nc[nH]c1C(=O)N1CCc2ccccc2C1
  i	i	i	3	i	/	i	i	-0.3	43	/
> Cc1ccc(C)c(NC(=S)NC23CN4CN(CN(C4)C2)C3)c1
  i	i	i	-7	i	-5	i	i	0.1	16	-20
> CCOc1ccc(OCC)c(NC(=O)CSc2nnc(C3CC3)n2CC)c1
  i	i	i	-6	i	-5	i	i	0.4	-6	-17
> CO/N=C/c1ccc(N2CCN(C(=O)c3ccc(F)cc3)CC2)c([N+](=O)[O-])c1
  i	i	i	9	i	-3	i	i	-0.5	8	-8
> CC1(C)CC(NC(=O)c2ccc(Cl)c(Cl)c2)CC(C)(C)N1
  i	i	i	1	i	-1	i	i	-1.9	-2	-33
> Cc1ccc(C(=O)N2CCCC(Nc3cccc(F)c3)C2)cc1N1CCNC1=O (stereo not drawn)
  i	i	i	-20	i	1	i	i	0.2	3	-5
> CC(C)C(NS(=O)(=O)c1cccc2nsnc12)C(=O)NC1CCCCC1C (stereo not drawn)
  i	i	i	29	i	7	i	i	0.4	-7	-22
> COc1ccc(OC(=O)c2ccncc2)cc1
  i	i	i	7	i	1	i	i	0.2	-1	-7
> NC(=O)c1ccccc1-c1nc(-c2ccccc2)no1
  i	i	i	-82	i	5	i	i	3.8	-5	-30
> Cc1cccc(N2CCN(S(=O)(=O)c3c(C)nc4scc(C)n4c3=O)CC2)c1C
  i	i	i	-16	i	3	i	i	-0.4	-6	-15
> CCN1CCN(CCCNC(=O)CN2C(=O)c3cccnc3Oc3ccc(Cl)cc32)CC1
  i	i	i	-4	i	-4	i	i	0.1	1	-10
> COc1ccc(C2c3ccsc3CCN2C(C)=O)cc1 (stereo not drawn)
  i	i	i	-41	i	0	i	i	0.5	3	-13
> CCOCCCn1c(=S)[nH]c2cc(C(=O)NC3CCCC(C)C3C)ccc2c1=O (stereo not drawn)
  i	i	i	-3	i	3	i	i	2.9	0	-19

(further entries)
Value order: TRPC4 potent	TRPC6 inh	TRPC4 act	aSyn UTR inh	MrgX1 antagonist	IEC-6 cytotox	TRPC4 inh	TRPC6 activator	HIF act	SKKanGAS inh	KLF5 inhibitor
> O=C(NN=C1CCCC1)c1ccc(O)cc1O
  i	i	i	-8	i	5	i	i	-0.2	0	-52
> CCCCCCCN1C2=NCCCN2c2ccccc21
  i	i	i	8	i	1	i	i	-0.9	-5	-16
> CSc1nnnn1-c1ccc(Cl)cc1
  i	i	i	31	i	7	i	i	0.4	-4	-10
> O=C1N=C(N2CCOCC2)S/C1=C\c1cccs1
  i	i	i	-59	i	-4	i	i	2.7	4	-10
> CCN(C(=O)c1cnc(OC)cc1C(F)(F)F)c1ccc(Cl)cc1
  i	i	i	-13	i	2	i	i	0.4	-1	-16
> CCOc1ccc(NC(c2ccccn2)c2oc(CO)cc(=O)c2O)cc1 (stereo not drawn)
  i	i	i	-104	i	0	i	i	1.1	0	-52
> COc1ccc(-c2oc3c(OC)c(OC)c(OC)c(O)c3c(=O)c2OC)cc1OC
  i	i	i	17	i	0	i	i	-0.6	14	-13
> CCN(CC)S(=O)(=O)c1cccc(NC(=O)CNc2cccc(S(=O)(=O)N3CCOCC3)c2)c1
  i	i	i	8	i	/	i	i	1.0	-3	/
> CCOc1cc2[nH]c(=S)n(Cc3ccc(C(=O)NCCOC)cc3)c(=O)c2cc1OCC
  i	i	i	14	i	0	i	i	-0.6	10	0
> Cc1ccc2nc(-c3ccccc3)c(NC(=O)c3ccco3)n2c1
  i	i	i	13	i	1	i	i	-0.4	-3	-26
> COc1ccc(N2CC(C(=O)Nc3ccc(N4CCOCC4)cc3)CC2=O)cc1 (stereo not drawn)
  i	i	i	5	i	0	i	i	0.0	-1	-40
> O=S(=O)(c1cc(Cl)ccc1Cl)N1CCN(Cc2ccco2)CC1
  i	i	i	-23	i	-3	i	i	0.6	3	-5
> O=C(NC1CCCC1)C(c1cccs1)N(C(=O)c1csnn1)c1ccccc1F (stereo not drawn)
  i	i	i	-15	i	-12	i	i	-0.8	1	-14
> CC(=O)Nc1cccc(OCc2ccc(S(=O)(=O)Cc3ccccc3)cc2)c1
  i	i	i	-61	i	0	i	i	2.0	-14	-31
> COCCN1C=C2C(=O)C(C)(OC(=O)C3CCCC3)C(=O)C=C2C=C1c1ccsc1 (stereo not drawn)
  i	i	i	-18	i	/	i	i	-0.6	0	/
> COc1cc(OC)c2c(-c3ccccc3)cc(=O)oc2c1C(CCN1CCCC(C)C1)c1ccc2c(c1)OCO2 (stereo not drawn)
  i	i	i	-5	i	/	i	i	-1.8	19	/
> C=CCn1c(=S)[nH]c2sc3c(c2c1=O)CCCC3
  i	i	i	-10	i	0	i	i	0.3	0	-92
> COc1ccc(NS(=O)(=O)c2cc(NC(=O)c3cccs3)ccc2N2CCOCC2)cc1
  i	i	i	-23	i	6	i	i	-2.9	9	2
> CCN1C(=O)[C@H]2[C@@H](c3ccc(C)cc3)N3C(=O)N(c4cccc(Cl)c4)C(=O)[C@@]3(CC(C)C)[C@H]2C1=O
  i	i	i	14	i	/	i	i	0.1	6	/
> Cn1c(=O)[nH]c(=O)c2c1nc(CN1CCN(c3ccccc3F)CC1)n2CCc1ccccc1
  i	i	i	-15	i	/	i	i	0.1	0	/
> COc1ccc(NC(=O)c2cccc(NC3=NC4CS(=O)(=O)CC4S3)c2)cc1Cl (stereo not drawn)
  i	i	i	-1	i	-11	i	i	0.0	2	-12
> C(=N\Nc1nc(Nc2ccccc2)nc(N2CCCCC2)n1)/c1ccco1
  i	i	i	-81	i	3	i	i	0.4	81*	-19
> CCN(CC)S(=O)(=O)c1cc(NS(=O)(=O)c2cccc(Cl)c2)ccc1C
  i	i	i	-2	i	-5	i	i	-1.3	-5	-24
> CCNc1nc(CC)nc2c1oc1ccccc12
  i	i	i	1	i	-2	i	i	0.1	6	-27
> CSCC[C@H](NC(=O)[C@H](Cc1ccccc1)n1c(=O)[nH]c2ccccc2c1=O)C(=O)N1CCC[C@@H]1C(=O)O
  i	i	i	-1	i	-7	i	i	-0.1	-1	-25
> O=C(Nc1cccc(F)c1)c1cc(-c2ccco2)nc2ccccc12
  i	i	i	18	i	/	i	i	0.1	-2	/
> C(#Cc1ccccc1)C[N+]1(CC#Cc2ccccc2)CCCCC1
  i	-9.1*	i	28	i	-1	i	i	0.0	-12	12
> Cc1cc(C)cc(NC(=O)CSc2nnc(-c3cc(C)[nH]n3)n2N)c1
  i	i	i	-14	i	2	i	i	-0.1	-4	-12

Reformatted bar-delimited: part of the list above.
structure | TRPC4 potent | TRPC6 inh | TRPC4 act | aSyn UTR inh | MrgX1 antagonist | IEC-6 cytotox | TRPC4 inh | TRPC6 activator | HIF act | SKKanGAS inh | KLF5 inhibitor
COCCN1C=C2C(=O)C(C)(OC(=O)C3CCCC3)C(=O)C=C2C=C1c1ccsc1 (stereo not drawn) | i | i | i | -18 | i | / | i | i | -0.6 | 0 | /
CCN(CC)S(=O)(=O)c1cccc(NC(=O)CNc2cccc(S(=O)(=O)N3CCOCC3)c2)c1 | i | i | i | 8 | i | / | i | i | 1.0 | -3 | /
Cc1cc(C)cc(NC(=O)CSc2nnc(-c3cc(C)[nH]n3)n2N)c1 | i | i | i | -14 | i | 2 | i | i | -0.1 | -4 | -12
CCN(CC)S(=O)(=O)c1cc(NS(=O)(=O)c2cccc(Cl)c2)ccc1C | i | i | i | -2 | i | -5 | i | i | -1.3 | -5 | -24
O=S(=O)(c1cc(Cl)ccc1Cl)N1CCN(Cc2ccco2)CC1 | i | i | i | -23 | i | -3 | i | i | 0.6 | 3 | -5
